human PMI inhibition: MPI enzyme activity inhibition – biochemical, fluorescence intensity, coupled assay, primary screen (AID 1209); purified PMI enzyme, coupled fluorescence intensity; higher % means a stronger effect; one-dose inhibition, % at 20 µM; IC50 in µM for titrated hits; 190,000 compounds, 0.42% hits; in the data active = inhibition above about 50%;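 also: plate controls were DMSO vehicle for no effect and wells lacking substrate for full effect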
Ins promoter up: MIN6 insulin promoter up-regulation; MIN6 insulin promoter-GFP reporter, high-content imaging; hits give high values; z-score at 5 µM; 190,000 compounds, 0.3% hits;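 active = z-score above 3 at 5 µM with at least 500 cells counted in the well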
Lipid droplet: hepatic lipid droplet formation modulation; 240,000 compounds, 0.4% hits; inhibition, % at 6.5 µM; AID 1656; AML12 mouse hepatocytes, oleate lipid droplets, BODIPY imaging;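 active = lipid droplet intensity inhibited by at least 50%, with more than 500 cells counted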
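Material – mouse AML12 hepatocyte cell line, fixed after treatment · Compound dosing – one dose, 6.5 µM compound · Times – compound with oleate, overnight · Measured by – Image-based BODIPY and DAPI two-channel analysis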
bCat nuc transl: modulators of beta-catenin nuclear translocation; AID 1665; HeLa beta-catenin nuclear translocation, immunofluorescence imaging; 190,000 compounds, 0.3% hits; nuclear translocation activity, % at 5 µM;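 active = nuclear translocation activity above 50% at 5 µM, with a well cell count of 50 or more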;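 also: per-cell ratio of nuclear to cytoplasmic median beta-catenin stain intensity; plate controls were DMSO negative control for no effect and GSK-3 inhibitor IX positive control for full effect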
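Test system: HeLa cells, endogenous beta-catenin; Compound: single 5 µM dose plus 0.02–20 µM confirmation series; Times: compound exposure 24 h at 37°C; Signal: fluorescence imaging of beta-catenin antibody stain plus DAPI; Read-out: % activation, nuclear-to-cytoplasmic median beta-catenin signal ratio per cell.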
MT stabilizer: microtubule stabilization, imaging screen; HeLa tubulin immunostaining HCS, 24 h; share of cells brighter than vehicle mean+2SD; % tubulin-high responders, % at 10 µM; 200,000 compounds, 0.83% hits; AID 2205;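 active = plate Z-score above 3 for both tubulin-high and condensed-nucleus cell shares, with cell loss under 80%, at 10 µM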;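 also: anti alpha tubulin signal scored within the nucleus-defined area of each cell; some results filed as inactive read as strong as hits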
Myeloid diff 2: myeloid differentiation induction | ER-HoxA9 myeloid progenitors, lysozyme-GFP differentiation, flow cytometry | calls only at 10 µM | 360,000 compounds, 1% hits;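 active = normalized GFP-positive differentiation at or above the plate's own cutoff, the solvent-only control mean plus 3 SD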;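 also: cells exposed to compound for four days before flow analysis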
T cell modulator: T cell immune modulators affecting CD8 T cell-vesicle binding. 2C CD8+ T cell-vesicle binding, flow cytometry; hits give low values. calls only at 7 µM. 330,000 compounds, 0.068% hits. AID 2052;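 active = response, share of CD8 T cells binding vesicles, and their 90th percentile fluorescence all below set limits, cut at about 80% in these data, passing the limit was not always enough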
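Assay system – 2C mouse CD8+ T cells · Also added – QL9-loaded Drosophila micro-vesicles · Timing – Cell–vesicle co-incubation 1.5 h at 37 °C, staining 20 min on ice · Signal – flow cytometry of vesicle-bound cells · Measure – percent CD8+ FL2 mean versus row control · Controls – Peptide-free naked vesicles (low) and QL9 vesicles with 0.7% DMSO vehicle (high)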
TNAP activators: human TNAP enzyme activators, primary screen, biochemical, luminescent, no phosphate acceptor, uHTS (AID 1001). 200,000 compounds, 0.03% hits. activation fold at 20 µM; hits with a dose series show EC50 in µM. purified TNAP, luminescent activation assay, no phosphate acceptor; higher activation fold means a stronger effect; in the data active = activation fold from about 3, or a potency from the dose series; inactive = the rest, 99 in 100 with activation fold below about 1.6; also: many of its hits are not listed in these tables
Dynein cargo inh: blocks dynein driven cargo transport along microtubules. 3617.4 mouse cells, GR-EGFP nuclear translocation imaging; test concentration mostly 20 µM; stimulated with dexamethasone, 1 µM; hits give low values. z-score, hits read low. 220,000 compounds, 0.47% hits;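 active = plate z-score of nuclear minus cytoplasmic receptor signal below a set negative limit, without overly bright fluorescence or cell loss, cut at about -3.5 in these data, passing the limit was not always enough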;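 also: z-score of nuclear minus cytoplasmic ring GR-EGFP intensity difference per well; some compounds called inactive have numbers as strong as hits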
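Also added – dexamethasone, 1.0 µM final · Buffer or medium – tet-free, stripped-serum medium · Schedule – induction 48 h, compound 1 h, agonist 30 min · Detection – formaldehyde fixation, Hoechst nuclear stain, 10x automated fluorescence imaging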
Dynein cargo inh cytoplasmic EGFP: further read-out of Dynein cargo inh, marked with its call; z-score; measured here: cytoplasmic GR-EGFP intensity; hits give high values
Dynein cargo inh nuclear GR-EGFP: also measured in Dynein cargo inh; calls as there; z-score; measured here: nuclear GR-EGFP intensity;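 lower value marks the stronger effect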
Dynein cargo inh cell count: second read-out of Dynein cargo inh, no call of its own (marks repeat the call); z-score; measured here: cell count per field
Ins promoter up cell count: also measured in Ins promoter up; calls as there; cell count; measured here: cytotoxicity, nuclei count;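 total cells summed across four imaged fields per well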
Lipid droplet cells 6.5 µM: also measured in Lipid droplet; calls as there; cell count; measured here: cell count, cytotoxicity flag;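 cells counted across two imaged fields per well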
bCat nuc transl cell count 5 µM: recorded beside bCat nuc transl, whose call it bears; cell count; measured here: cell count, cytotoxicity flag
T cell modulator vesicle-bound %: further read-out of T cell modulator, marked with its call; double positive events, %; measured here: CD8+ vesicle-bound cell fraction;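 binding gate set so that unloaded-vesicle control wells show 10% double positive cells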
MT stabilizer Hoechst-high %: recorded beside MT stabilizer, whose call it bears; % Hoechst-high responders; measured here: nuclear condensation Hoechst responders;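 share of cells brighter than vehicle mean plus two SD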
MT stabilizer cytotoxicity %: second read-out of MT stabilizer, no call of its own (marks repeat the call); toxicity, %; measured here: cytotoxicity by cell density;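 0% = mean cell density of plate MIN control wells and 100% = no cells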
Myeloid diff 2 GFP+ MAC1+ %: second read-out of Myeloid diff 2, no call of its own (marks repeat the call); GFP+ MAC1+ double positive, %; measured here: differentiation confirmed by MAC1 staining
Numbers without * were called inactive; i = inactive; · = not tested or not shown; + = active, no number. Not a hit list; any-hit rate near 3%.

SMILES	human PMI inhibition	Ins promoter up	Ins promoter up cell count	Lipid droplet	Lipid droplet cells 6.5 µM	bCat nuc transl	bCat nuc transl cell count 5 µM	MT stabilizer	MT stabilizer Hoechst-high %	MT stabilizer cytotoxicity %	Myeloid diff 2	Myeloid diff 2 GFP+ MAC1+ %	T cell modulator	T cell modulator vesicle-bound %	TNAP activators	Dynein cargo inh	Dynein cargo inh cytoplasmic EGFP	Dynein cargo inh nuclear GR-EGFP	Dynein cargo inh cell count
COc1cccc(C(=O)CN2CCC(NC(=O)NC3CCCCC3)CC2)c1	21.1%	0.63	1206	-5.3	776	-0.6	1073	1.6	0.3	14.3	i	0.9	·	·	1.1	-1.11	-0.257	-0.459	1
Cc1ccc(Nc2nc(N)c([N+](=O)[O-])c(NCc3ccco3)n2)cc1	9.2%	-0.49	1155	16.2	706	-1.1	443	2.9	1.9	4.4	i	1.5	i	38.3	1	-0.227	-0.234	-0.105	0.62
CCNc1ccc(S(=O)(=O)N(C)C)cc1[N+](=O)[O-]	18.4%	1.8	1544	-17.1	594	-1.9	1060	1.3	1.7	7.7	i	0.2	i	26.3	1	-0.74	-0.28	-0.543	1.02
CC1CC(C)CN(C(=O)CN2CCN(Cc3ccc(Cl)cc3)C2=O)C1 (stereo not drawn)	-1.8%	0.6	1000	6.5	804	·	·	1.0	1.4	11.4	i	1.1	i	27.7	1.1	0.163	-0.303	-0.0827	0.425
Cc1ccccc1NS(=O)(=O)c1cc(C(N)=O)ccc1C	9.2%	-0.22	1238	-13.3	757	-3.6	1280	2.8	1.5	5.8	i	1.3	i	32.4	1.1	0.693	-0.247	0.154	0.698
COc1ccccc1CN1CC(C(=O)N2CCN(c3ccc(F)cc3)CC2)CC1=O (stereo not drawn)	10.4%	1.52	1515	-47.0	597	-0.3	962	5.0	2.2	5.9	i	7.8	i	15.7	1.1	2.86	-0.0868	1.75	-2.08
CC(C)Oc1ccc(CNC(=S)N/N=C/c2cccnc2)cc1	6.4%	0.07	1530	·	·	-1.3	1326	2.0	1.3	2.5	i	0.9	i	60.0	1	-0.383	-0.182	0.424	-0.186
O=C(NCc1ccc2c(c1)OCO2)c1ccc(Cl)c(S(=O)(=O)NCc2ccccc2)c1	0.1%	-0.11	1383	2.5	695	-1.7	521	4.4	2.5	7.9	i	1.3	i	15.1	1.1	0.358	-0.305	0.0696	-0.259
Cc1ccc(N(CC(O)CN(C)C)S(=O)(=O)c2ccccc2)cc1 (stereo not drawn)	5.7%	-0.19	1271	-5.3	767	2.7	1143	2.0	1.2	10.4	i	0.3	i	42.3	1	0.459	-0.38	0.597	0.715
CSc1nc(-c2ccc(Cl)cc2)nn1C(=O)c1ccccc1	3.7%	-1.2	1057	19.7	714	0.4	1138	6.3	2.9	3.4	i	0.3	i	41.1	0.6	0.813	-0.254	0.745	-0.892
OCC1(Cc2ccccc2C(F)(F)F)CCN(Cc2ccncc2)CC1	·	-0.37	964	1.9	676	3.1	1329	·	·	·	i	0.2	i	39.0	·	0.0657	-0.162	0.173	0.174
CCOC(=O)c1cc(-c2ccco2)nc2c1c(C)nn2-c1ccccc1	-7.4%	-0.15	1171	·	·	-3.3	750	0.9	0.9	4.4	i	0.5	i	27.1	1	-1.6	-0.174	-0.684	0.85
C/C(=N\Nc1nc2ccccc2[nH]1)c1ccc2c(c1)OCCO2	13.1%	·	·	4.8	657	1.2	1115	5.6	2.5	3.2	i	0.3	i	26.3	1.8	0.597	-0.232	0.222	-0.491
O=C(CN(C(=O)Cn1nnc(-c2cccs2)n1)c1ccc2c(c1)OCCO2)NCc1ccccc1	5.2%	0.9	1584	-4.8	532	-0.6	913	2.8	1.5	6.6	i	0.9	i	31.3	1.1	-0.216	-0.153	-0.267	-0.286
Cc1nn(-c2nc3ccccc3n2Cc2ccccc2)c2c1C(=O)CC(C)(C)C2	24.7%	-1.25	1312	-27.9	720	-6.8	1233	3.2	28.6	97.4	i	0.7	i	43.6	1.1	0.177	-0.271	0.398	1.32
CNc1cc(F)nc(F)n1	-0.4%	0.49	1185	-11.2	735	-0.5	1079	5.2	2.2	8.3	i	0.2	i	65.5	1.1	-0.744	-0.382	-0.593	1.13
CC(=O)c1c(C)nc2ccc(Br)cc2c1C(=O)O	-0.1%	1.22	799	·	·	·	·	2.2	2.7	4.7	i	2.7	i	39.1	1.1	0.941	-0.201	0.535	-0.371
CCCN1CCN(C(=O)c2cn(CC(C)C)c(=O)c3cc(OC)c(OC)cc23)CC1	-1.4%	·	·	-3.0	747	-10.0	1195	1.3	1.8	3.4	i	0.5	i	22.0	1	-0.355	0.0309	0.206	-0.382
O=C(CNc1cccc(S(=O)(=O)N2CCOCC2)c1)N1CCc2ccccc21	·	-0.76	925	-15.0	729	-0.8	1354	·	·	·	i	0.4	i	32.3	·	0.062	-0.237	0.0402	0.416
CCOc1ccc(CN2CCN(C/C=C/c3ccc(OC)cc3)CC2CCO)cc1 (stereo not drawn)	-1.2%	-0.26	1549	12.4	666	2.0	933	0.9	1.2	2.9	i	0.5	i	55.9	1.1	-0.417	-0.116	-0.0037	0.883
CCOc1ccc(NC(=O)c2ccc(CNc3c(NC4CCCCC4)c(=O)c3=O)cc2)cc1	-9.5%	-0.24	1084	·	·	-5.6	1129	6.6	3.5	6.9	i	1.4	i	47.1	1.2	-1.66	-0.205	-0.718	0.338
Cc1cccc(C(=O)NC(=S)Nc2ccccc2C(=O)O)c1	21.2%	0.27	1449	-2.1	725	-0.2	967	7.1	1.9	5.8	i	0.6	i	36.4	0.9	-0.413	-0.229	0.0432	0.00263
O=C(Cn1ccc([N+](=O)[O-])n1)NCc1nc2ccccc2[nH]1	-15.4%	-0.14	1240	-18.0	677	-1.2	1118	2.2	2.0	7.4	i	0.4	i	43.1	1.1	0.658	-0.278	0.264	-0.544
CCNC(=S)NNC(=O)c1cccn(Cc2ccc(Cl)cc2Cl)c1=O	-12.0%	·	·	·	·	·	·	1.0	2.2	6.6	i	2.6	i	34.8	1.9	-0.389	0.823	-0.341	0.341
CC(C)CC(C)NNC(=O)c1cc2ccccc2[nH]1 (stereo not drawn)	-12.1%	0.44	1478	·	·	-1.5	1384	4.1	2.1	6.4	i	6.2	i	32.8	1	-0.388	-0.0292	0.294	0.902
(cont.)
SMILES	human PMI inhibition	Ins promoter up	Ins promoter up cell count	Lipid droplet	Lipid droplet cells 6.5 µM	bCat nuc transl	bCat nuc transl cell count 5 µM	MT stabilizer	MT stabilizer Hoechst-high %	MT stabilizer cytotoxicity %	Myeloid diff 2	Myeloid diff 2 GFP+ MAC1+ %	T cell modulator	T cell modulator vesicle-bound %	TNAP activators	Dynein cargo inh	Dynein cargo inh cytoplasmic EGFP	Dynein cargo inh nuclear GR-EGFP	Dynein cargo inh cell count
CCn1c(COc2cccc(C)c2)nnc1SCC(=O)N1CCCC1	-14.7%	-0.08	1198	·	·	-7.9	844	2.2	3.3	16.9	i	0.5	i	51.8	0.9	0.72	-0.156	0.773	-1.08
O=C(NCCCN1CCOCC1)c1ccc2c(=O)n(CCc3ccccc3)c(=O)[nH]c2c1	0.7%	·	·	-5.7	790	-3.1	1008	1.2	1.1	9.1	i	1.7	i	15.7	1.1	-0.343	-0.0243	0.174	0.541
COC(=O)c1ccc(-c2ccco2)n1Cc1cc(C)ccc1C	-3.8%	-0.16	923	·	·	·	·	3.3	1.5	5.6	i	1.0	i	40.3	1.1	-1.07	-0.269	-0.32	0.483
Cc1cnc(C(=O)Nc2ccc3c(c2)CCC3)cn1	-39.9%	0.03	1150	·	·	0.6	997	1.4	1.3	5.9	i	1.0	i	11.2	1.1	-0.529	-0.19	-0.265	1.2
CC(C)C(=O)NC(Nc1cc(C(F)(F)F)ccc1Cl)C(Cl)(Cl)Cl (stereo not drawn)	2.7%	-0.43	1432	47.7	462	-1.0	1141	4.5	2.1	12.1	i	0.4	i	48.9	0.7	2.32	-0.208	0.988	-1.39
NC(=O)c1sc2nc(-c3ccccc3)c3c(c2c1N)CCCC3	-48.1%	·	·	23.2	815	3.2	501	2.4	1.1	5.0	+	34.0*	i	5.2	1.2	-0.0195	-0.0513	0.148	0.19
CCn1c(C)c(C(C)=O)c(N2CCN(c3ccc(OC)cc3)CC2)nc1=S	7.8%	-0.02	1549	1.1	664	4.1	912	1.6	1.2	6.0	i	0.4	i	62.1	1.1	-0.564	-0.213	-0.17	0.295
CCn1cc(NC(=O)Nc2ccccc2C(=O)OC)c(C(N)=O)n1	9.7%	-0.8	1260	16.0	734	·	·	2.8	1.5	6.1	i	7.0	i	41.3	1.1	-0.698	-0.257	-0.426	0.169
Cc1[nH]nc2c1C(c1ccccc1F)CC(=O)N2 (stereo not drawn)	2.0%	·	·	·	·	·	·	8.4	1.4	5.4	i	0.7	i	13.1	0.9	-0.63	-0.161	0.0273	0.614

Screens: PubChem, several laboratories
